Tb MetRS inh: T. brucei MetRS inhibitors, primary screen, biochemical, luminescence; purified T. brucei MetRS, ATP depletion, Kinase-Glo luminescence; inhibition, % at 11.9 µM; actives 0.4% (n = 360,000);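 active = inhibition above a per-plate cutoff of the control wells' mean inhibition plus 3 SD, cut at about 5.5% in these data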;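 note: 0% = DMSO wells median and 100% = median of wells with control inhibitor compound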
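Test system: purified T. brucei MetRS enzyme. Also added: ATP, methionine and E. coli bulk tRNA substrates. Compound: 11.9 µM single point. Schedule: 15 min enzyme-compound preincubation, 2 h reaction, 10 min detection, 25 °C. Signal: luciferase luminescence of residual ATP, Kinase-Glo. Evaluation: percent inhibition versus plate control medians. Controls: DMSO wells, low control.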
NadD inh: inhibitors of S. aureus NadD, primary screen, biochemical, colorimetric, uHTS; actives 0.78% (n = 360,000); inhibition, % at 20 µM; Nicotinate-nucleotide adenylyltransferase NadD (Staphylococcus aureus N315); AID 602399, 2012; purified NadD enzyme, colorimetric absorbance read-out; in the data active = inhibition above about 26%; note: some compounds past the cut are filed as inactive
Rpn11 inh: Rpn11 (PSMD14) deubiquitinase inhibitors, primary screen, biochemical, fluorescence polarization, uHTS. 26S proteasome non-ATPase regulatory subunit 14 (Homo sapiens), O00487. human 26S proteasome, Ub4-pepOG fluorescence polarization; 20S core pre-blocked with epoxomicin. calls only at 20 µM. actives 0.59% (n = 360,000). AID 588493, 2011;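 active = inhibition at 20 µM, scaled to each plate's controls, above about 33%, limit read from the data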
MsrA inhibitor: bovine MsrA enzyme inhibitors, primary screen, biochemical, absorbance, HTS | Methionine sulfoxide reductase A (Bos taurus) | purified bovine MsrA, absorbance read-out | inhibition, % at 15.5 µM | actives 0.75% (n = 360,000) | AID 651718, 2012; in the data active = inhibition above about 4.5%;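 note: 0% = vehicle wells with enzyme and 100% = reference inhibitor wells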
LMPTP inh: LMPTP phosphatase inhibitors, primary screen, biochemical, fluorescence intensity, uHTS; Low molecular weight phosphotyrosine protein phosphatase (Homo sapiens), P24666; AID 651560, 2012; inhibition, % at 20 µM; recombinant LMPTP-A, OMFP fluorogenic substrate; actives 0.22% (n = 360,000);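 active = compounds that cut the enzyme signal by at least half of the control window in the single-dose screen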;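 note: plate controls were DMSO wells with enzyme plus substrate for no effect and substrate without enzyme for full effect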
Target sequence (P24666 whole entry, looked up): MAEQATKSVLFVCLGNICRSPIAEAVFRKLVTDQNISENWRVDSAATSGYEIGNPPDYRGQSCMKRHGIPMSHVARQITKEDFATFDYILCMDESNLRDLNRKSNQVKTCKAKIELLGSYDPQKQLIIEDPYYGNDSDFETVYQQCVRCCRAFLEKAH
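material = LMPTP-A | quantity = 0.625 nM enzyme | reagent = OMFP substrate, 400 µM final | buffer or medium = Bis-Tris pH 6.0, DTT, detergent | detection = endpoint fluorescence intensity from OMFP dephosphorylation | dosing = single 20 µM dose | read-out basis = % inhibition relative to no-enzyme and uninhibited control wells | control set = no-enzyme and uninhibited controls | timing = 50 min at room temperature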
STEP inh: STEP phosphatase inhibitors, primary screen, biochemical, fluorescence intensity, uHTS | Tyrosine-protein phosphatase non-receptor type 5 (Homo sapiens), P54829 | recombinant STEP, OMFP fluorogenic substrate | inhibition, % at 20 µM | actives 0.25% (n = 360,000) | AID 588621, 2011;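 active = inhibition at 20 µM, scaled per plate between control wells, above about 37%, limit read from the data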;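 note: 0% = DMSO with enzyme and substrate and 100% = substrate only without enzyme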
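Also added – OMFP at 25 µM · Test system – STEP tyrosine phosphatase · Technique – FITC-channel fluorescence of OMFP product · Schedule – 20 min at room temperature, dark · Evaluation – control-normalized % inhibition with plate pattern correction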
DNMT1 block: human DNMT1 methyltransferase inhibitors, primary screen, biochemical, molecular beacon, fluorescence, HinP1I cleavage, uHTS; AID 588458, 2011; actives 0.83% (n = 360,000); inhibition (reported as % activation of signal), % at 10 µM; DNA (cytosine-5)-methyltransferase 1 (Homo sapiens), P26358; in the data active = inhibition above about 50%
CSN inh: inhibitors of CSN-mediated cullin deneddylation, primary screen, biochemical, fluorescence polarization, uHTS; COP9 signalosome complex subunit 5 (Homo sapiens), Q92905; AID 651999, 2013; actives 0.38% (n = 360,000); inhibition, % at 12.5 µM; Purified CSN, SCF-Nedd8-OG deneddylation;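 active = pattern-corrected inhibition above about 35%, with an unprinted fluorescence ratio check between 0.5 and 1.5, limit read from the data, passing the limit was not always enough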;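 note: 0% = enzyme with substrate and 100% = substrate without enzyme; some results filed as inactive read as strong as hits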
Target sequence (Q92905 whole entry, looked up, one chain of several): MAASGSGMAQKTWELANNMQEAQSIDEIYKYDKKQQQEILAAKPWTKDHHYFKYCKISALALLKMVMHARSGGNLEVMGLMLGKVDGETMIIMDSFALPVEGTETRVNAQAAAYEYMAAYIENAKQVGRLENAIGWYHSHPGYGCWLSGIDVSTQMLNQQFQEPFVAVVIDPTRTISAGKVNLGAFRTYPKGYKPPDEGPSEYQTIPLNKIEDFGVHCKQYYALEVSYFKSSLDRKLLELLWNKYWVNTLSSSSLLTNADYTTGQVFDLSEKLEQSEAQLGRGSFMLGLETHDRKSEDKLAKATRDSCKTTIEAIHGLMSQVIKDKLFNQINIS
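Schedule: reaction 90 min, room temperature / Assay system: HEK293T-derived human Csn5 enzyme / Input: Csn5 at 0.24 nM final / Measure: inhibition of Csn5 cleavage, % / Control set: substrate-only high control, full reaction low control / Technique: fluorescence polarization of the substrate / Buffer or medium: Tris/NaCl/DTT buffer, pH 7.5 / Reagent: SCFSkp2-Nedd8OG substrate at 10 nM final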
Scp1 inh: Scp-1 phosphatase inhibitors, primary screen, biochemical, colorimetric, uHTS | Carboxy-terminal domain RNA polymerase II polypeptide A small phosphatase 1 (Homo … | Recombinant Scp1, phosphopeptide, malachite green phosphate absorbance | inhibition, % at 20 µM | actives 0.88% (n = 340,000) | AID 493091, 2011;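 active = inhibition above about 50% at 20 µM, limit read from the data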;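 note: plate controls were DMSO wells with enzyme for no effect and wells lacking enzyme for full effect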
Target sequence (Q9GZU7 76-261 limits assumed): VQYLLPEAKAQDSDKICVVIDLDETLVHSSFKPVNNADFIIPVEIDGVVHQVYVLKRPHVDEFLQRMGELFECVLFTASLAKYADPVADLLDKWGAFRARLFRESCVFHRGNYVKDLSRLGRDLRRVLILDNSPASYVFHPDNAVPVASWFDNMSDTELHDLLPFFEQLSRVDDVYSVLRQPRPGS
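System: SCP-1 catalytic domain; Reagent: Phospho 17-mer peptide substrate; Doses: one concentration, 20 µM, with 1.0% DMSO; Incubation: 45 min room-temperature reaction, 5 min colour, 30 min stabiliser; Signal: Phosphate-binding colour reagent, absorbance read at 630 nm.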
SUMO1-SIM PPI: modulators of SUMO1 protein-protein interactions, primary screen, biochemical, uHTS; actives 0.33% (n = 360,000); AID 602429, 2012; SUMO1 binding to a labelled peptide, TR-FRET, 1 h; inhibition, % at 20 µM; in the data active = inhibition above about 37%
Target sequence (P63165 whole entry, looked up): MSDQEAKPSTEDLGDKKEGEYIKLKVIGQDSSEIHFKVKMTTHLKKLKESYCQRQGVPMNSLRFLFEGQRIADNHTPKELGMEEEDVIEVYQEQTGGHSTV
Active calls of the source: *; i = inactive; . = no result given.

SMILES	Tb MetRS inh	NadD inh	Rpn11 inh	MsrA inhibitor	LMPTP inh	STEP inh	DNMT1 block	CSN inh	Scp1 inh	SUMO1-SIM PPI
NC(=O)N1N=C2/C(=C/c3ccccc3)CCCC2C1c1ccccc1 (centres undefined)	0.1	1	i	-0.2	1.5	2	-1	1	-8	-2
CCOC(=O)c1ccc(-n2c(O)c(/C=N/NC(=O)C3COc4ccccc4O3)c3ccccc3c2=O)cc1 (centres undefined)	0.2	31*	i	1.1	2.4	2	-11	-3	-13	-1
OC(COCc1cccs1)CN1CCN(c2cccc(C(F)(F)F)c2)CC1 (centres undefined)	0.0	-1	i	-1.3	-0.5	0	0	1	1	5
O=c1c2ccccc2c(-c2ccccc2)nn1Cc1c(Cl)cccc1Cl	0.7	-4	i	0.7	5.5	-1	-2	-2	39	-3
C/C=C/C(=O)Nc1cccc(C2=NOC3(C2)C[C@@H](C(N)=O)N(C(=O)C(c2ccccc2)c2ccccc2)C3)c1 (some centres undefined)	0.1	7	i	-0.9	-1.1	4	-3	2	-3	7
COc1cc(O)c(C(C)=O)cc1OC	-0.3	0	i	2.0	-1.6	1	6	-3	-6	3
CCOc1ccc(NC(=O)CSc2nnc(COc3c(C)cccc3C)o2)cc1	-0.4	-4	i	-0.5	-0.1	-3	3	-3	-8	2
CCN(CC)S(=O)(=O)c1cccc(-c2nnc(SCCOc3ccccc3C)o2)c1	-0.6	-9	i	-0.4	3.3	6	-3	-3	-12	1
Cc1ccc(CNC(=O)CCNS(=O)(=O)c2cccc3nsnc23)cc1	0.1	-11	i	-0.4	-1.7	1	2	-3	-6	-24
CCOc1ccc(/C=N/NC(=O)C(=O)N2CCCCCC2)c2ccccc12	-0.6	-4	i	2.8	1.3	-1	-1	-2	1	-18

Record cards (already shown). Order of values: Tb MetRS inh | NadD inh | Rpn11 inh | MsrA inhibitor | LMPTP inh | STEP inh | DNMT1 block | CSN inh | Scp1 inh | SUMO1-SIM PPI
`Cc1ccc(CNC(=O)CCNS(=O)(=O)c2cccc3nsnc23)cc1` as listed: 0.1 | -11 | i | -0.4 | -1.7 | 1 | 2 | -3 | -6 | -24
`CCOc1ccc(NC(=O)CSc2nnc(COc3c(C)cccc3C)o2)cc1` as listed: -0.4 | -4 | i | -0.5 | -0.1 | -3 | 3 | -3 | -8 | 2
`CCN(CC)S(=O)(=O)c1cccc(-c2nnc(SCCOc3ccccc3C)o2)c1` as listed: -0.6 | -9 | i | -0.4 | 3.3 | 6 | -3 | -3 | -12 | 1
`O=c1c2ccccc2c(-c2ccccc2)nn1Cc1c(Cl)cccc1Cl` as listed: 0.7 | -4 | i | 0.7 | 5.5 | -1 | -2 | -2 | 39 | -3

Further compounds.
SMILES	Tb MetRS inh	NadD inh	Rpn11 inh	MsrA inhibitor	LMPTP inh	STEP inh	DNMT1 block	CSN inh	Scp1 inh	SUMO1-SIM PPI
CCN1CCN(C(=S)Nc2cccc(Cl)c2)CC1	-1.3	1	i	0.6	-2.5	2	2	2	7	0
CC(C)NCc1nnc(-c2ccccc2Cl)o1	-0.9	-6	i	0.4	1.0	-4	-1	3	3	-3
CCCc1cc(=O)oc2cc(C)c3c(C)coc3c12	-0.5	2	i	-0.1	0.1	2	-2	3	-6	1
COc1ccc(/C(N)=N/OC(=O)c2ccco2)cc1	-0.2	-3	i	-0.1	-0.4	0	-2	108	-5	-1
CCOC(=O)C1=C(C)N(C)C(=S)NC1c1ccccc1Cl (centres undefined)	-0.3	-1	i	2.5	-0.3	2	1	3	0	0
C=CCOc1ccccc1CN1CCC(Oc2ccc(C(=O)N3CCCCC3)cc2)CC1	-0.3	-5	i	0.3	1.3	3	2	-3	-8	-5
O=C(NCc1ccco1)C1CC(=O)N(c2cccc(Cl)c2)C1 (centres undefined)	0.2	-9	i	-0.6	1.3	-4	4	3	-3	15
O=C(c1cccc(NC2=NC3CS(=O)(=O)CC3S2)c1)N1CCN(c2ncccn2)CC1 (centres undefined)	-0.2	8	i	0.6	0.0	0	3	-3	-9	5
CCCCN(CC)CCCNC(=O)c1ccc(CS(=O)(=O)c2ccccc2C)o1	0.0	3	i	1.9	-3.0	-2	0	-1	-5	0
CCSc1nsc(SCC)c1C(N)=O	0.6	-3	i	-0.1	-1.6	0	2	4	-2	4
O=C1/C(=C\c2ccco2)SC(=S)N1C1CCS(=O)(=O)C1 (centres undefined)	0.4	-1	i	-0.5	4.6	12	43	23	14	-21
O=C(O)Cn1c(-c2ccccc2)cc2ccccc21	-0.4	-7	i	-0.5	0.3	-4	-2	-2	-7	8
Cc1cccc2cc(CN(CC3CCCO3)C(=O)c3cnccn3)c(=O)[nH]c12 (centres undefined)	0.7	-5	i	0.8	0.4	1	1	-1	8	1
O=C(CC1(O)C(=O)N(CCc2ccccc2)c2ccccc21)c1ccco1 (centres undefined)	-0.1	5	i	0.2	-3.1	0	3	1	-2	-7
CCOC(=O)c1c(NC(=O)CCS(=O)(=O)c2ccccc2)sc2c1CC(C)(C)NC2(C)C	-0.6	-15	i	-0.2	-1.5	0	3	0	-5	0
Cc1ccc(C)n1-c1sc2c(c1C#N)CCC(C)C2 (centres undefined)	1.0	4	i	-0.8	1.7	4	3	1	-7	2
C/C(=N/NC(=O)c1ccoc1C)c1cccc(NC(=O)C2CC2)c1	-0.4	-1	i	1.6	-0.9	-2	7	0	-5	-1
CCS(=O)(=O)N1Cc2ccccc2CC1C(=O)Nc1nnc(SCc2ccc(F)cc2)s1 (centres undefined)	0.5	21	i	1.8	3.0	-2	21	-11	-7	4
COC(=O)c1c(-n2cnnn2)sc(C)c1C	-1.4	-4	i	1.1	-0.3	-3	2	1	6	1
Cc1cc(SCC(=O)N(C)C2CCS(=O)(=O)C2)nc2c(C)cccc12 (centres undefined)	-0.1	8	i	0.8	0.7	-4	1	5	4	-21
CCCN1CCN(C(=O)Cn2nc(C)n3c(cc4c(OC)cccc43)c2=O)CC1	0.8	-2	i	1.8	0.5	-1	2	3	-2	2
CC(=O)Nc1ccc(NC(=S)NC(=O)c2cc3ccccc3o2)cc1	-0.6	1	i	1.7	-1.4	0	-4	-7	12	0
O=C(Nc1ccc(Oc2cccc(C(F)(F)F)c2)nc1)c1ccccc1	-0.4	-5	i	0.0	1.6	-2	-2	1	-11	3
CCOc1ccc(N(C)S(=O)(=O)c2cc(-c3cc(C)no3)ccc2OC)cc1	-0.1	-11	i	0.6	2.6	0	-7	-2	-13	4
CCN(C[C@H]1N[C@@](CC)(C(=O)OC)[C@H]2C(=O)N(C)C(=O)[C@@H]12)C(=O)c1ccccc1	0.5	-6	i	-1.6	-1.7	-3	-3	4	-8	1
O=C(c1cc(-c2cccc(Cl)c2)nc2ccccc12)N1CCN(c2ccccn2)CC1	-0.3	4	i	0.1	6.2	1	-2	4	0	-3
O=[N+]([O-])c1cccc(CN2C[C@@]34C=C[C@@H](C[C@@H]3S2(=O)=O)O4)c1	-0.3	-1	i	-1.2	0.4	-1	1	-3	11	-15
CCOC(=O)C1CCCN(C(=O)c2ccc(C)c(F)c2)CC1 (centres undefined)	-0.2	2	i	-0.9	-2.4	-4	2	-6	.	1
C/C(CC(=O)Nc1ccccc1Br)=N\NC(=O)C(=O)N1CCCC1	-0.4	-1	i	0.3	-1.5	-1	-2	4	-3	3
O=C(Nc1nc2c(s1)CCc1ccccc1-2)c1ccco1	-0.8	-7	i	1.3	3.4	14	-11	1	-7	-1
Cc1nc2ccc(S(=O)(=O)NCC(=O)N3CCC(C)CC3)cc2s1	-1.7	10	i	-0.4	-0.5	-1	2	2	3	-2
COC(=O)C1=C(C)N(Cc2ccccc2)C(=O)/C1=C\c1ccco1	0.1	-2	i	-0.3	1.3	5	-5	4	-6	-5
CCN(CC(=O)Nc1ccc(NC(C)=O)cc1)C(=O)/C=C/c1cn(-c2ccccc2)nc1-c1ccc(C)cc1	-0.5	-8	i	0.3	6.5	0	-13	0	-7	-10
Cc1nn(CC(=O)N2CCCC2)c(=O)c2cc3cc(F)ccc3n12	-0.4	2	i	-0.3	-1.2	1	0	-2	-5	-17
O=C(COC(=O)/C=C/c1ccco1)Nc1ccccc1	-0.5	-6	i	0.4	14	0	25	-3	46	-11
C=CCN(c1ccccc1)S(=O)(=O)c1cccc(C(=O)NCc2ccco2)c1	-0.3	-5	i	-0.3	0.0	0	1	2	-8	3
Cc1cc(C(=O)CN2C(=O)C(=O)N(C3CCCC3)C2=O)c(C)n1-c1ccc(F)cc1	-0.3	0	i	-0.5	1.6	-4	-3	5	-10	1
CS(=O)(=O)N(CC(=O)NCc1ccc2c(c1)OCO2)c1ccccc1	0.5	-2	i	-1.0	-0.6	1	1	-2	-8	2
Cc1onc(-c2c(Cl)cccc2Cl)c1C(=O)NC(=S)N1CCOCC1	-0.6	-4	i	-0.8	1.5	-1	-1	7	-11	1
CCC(C(=O)OCCN(CC)CC)c1ccccc1 (centres undefined)	-0.6	0	i	0.5	-2.3	0	3	-7	-39	2
O=C(N/N=C/c1ccco1)c1cccc(NC(=O)c2cccc(Cl)c2)c1	-1.0	-1	i	1.2	-1.0	0	1	2	-5	-12
C=CCNC(=O)C1CCN(S(=O)(=O)c2cccs2)CC1	-0.4	-3	i	-0.2	0.8	-1	0	2	3	-4
Cc1cccc(CN2CCN(CC(=O)O)C2=O)c1	-0.1	-1	i	1.4	-1.4	-3	-4	-1	-4	0
OC(COCC1COc2ccccc2O1)CN1CCCCC1 (centres undefined)	-0.3	0	i	1.1	-1.5	-3	-2	-5	-6	4

Assay outcomes: PubChem, several laboratories
